# S-ASM inh: Inhibitors of Secretory Acid Sphingomyelinase (S-ASM): qHTS | Sphingomyelin phosphodiesterase (Homo sapiens), P17405 | placental ASM, HMU-PC fluorogenic substrate, 60 min | Potency, µM (highest dose often 57.5 µM), for inactives: at the top dose activity change, negative = inhibition, actives largely listed as inhibitors | actives 0.006% (n = 340,000) | AID 504937, 2011; note: potency is the fitted concentration of half-maximal effect
#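 HMU-PC0 cleavage (9 uM final) by human placental ASM, 60 min at 37 °C following 10 min compound exposure at RT; stopped at pH 10, fluorescence Ex 386/Em 447 nm.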
# Mito fusion act: qHTS Assay for Small Molecule Inhibitors of Mitochondrial Division or Activators of Mitochondrial Fusion; AID 485298, 2010; Potency, µM (top dose mostly 46.1 µM), for inactives: at the highest dose growth rescue (activation), most hits filed as activators; S. cerevisiae fusion-defective mutant growth rescue, CellTiterGlo 48 h; actives 0.23% (n = 320,000);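 note: potency is the fitted concentration of half-maximal effect; % of control where 0% means no effect; nearly all actives have a fitted effect of over 45% in size; temperature-sensitive fusion mutants such as fzo1-1 at 37 °C on non-fermentable ethanol glycerol medium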
#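 Read-out: ATP-based luminescence (CellTiterGlo, 10 min ambient) reporting growth of fusion-defective ts yeast after 48 hours at 37C on glycerol/ethanol YPEG medium in the presence of compound.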
# TSHR antagonist: Antagonists of the Thyroid Stimulating Hormone Receptor: HTS campaign; Thyrotropin receptor (Homo sapiens), P16473; TSHR-expressing cells, TSH-stimulated cAMP HTRF, 2 h; active compounds read low; activity change, negative = inhibition, % at 11.5 µM; actives 0.2% (n = 330,000);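 active = activity change below a set negative limit, meaning inhibition stronger than a set level, cut at about -70% in these data; inconclusive = activity change between two set negative limits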; note: % is set by controls: 0 for no effect and ±100 for the full control effect
#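 Inhibition of cAMP made by TSHR-expressing cells under TSH stimulation (4nM final, EC80; 2 h, 37 deg C) is quantified with a one-step lysis HTRF kit, anti-cAMP cryptate versus cAMP-d2.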
# MBNL1-CUG inh: qHTS Assay for Inhibitors of MBNL1-poly(CUG) RNA binding. TR-FRET MBNL1-His/biotin-(CUG)12 binding, 665/545 ratio. Potency, µM (top dose mostly 57.5 µM), for inactives: top-dose activity change, negative = inhibition, usual class: inhibitors. actives 0.036% (n = 280,000). AID 2675, 2010; active = well fitted inhibition curve with a large enough effect in the signal ratio, with a control signal flat, not every such curve was filed as active; inconclusive = small, poorly fitted or top-dose-only effect, or effect the other way, or a change in a side signal; inactive = no such curve, though single readings can be large or run the other way; the % refers to the signal ratio; note: potency is the fitted concentration of half-maximal effect; % is set by controls: 0 for no effect and ±100 for the full control effect
#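 TR-FRET between His-tagged MBNL1 and biotin-(CUG)12 RNA, detected with Tb anti-His antibody (0.055 ng/ul) and streptavidin-XL665 (5 nM), 60 min at room temperature. Compounds titrated 92 nM to 58 uM; 665/545 nm ratio normalized to buffer and complex controls.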
# KCNH2 WT inh: qHTS for Inhibitors of KCHN2 3.1: Wildtype qHTS. Voltage-gated inwardly rectifying potassium channel KCNH2 (Homo sapiens), Q12809. U2OS, BacMam KCNH2, thallium flux FluxOr; active compounds read low. activity change, % at 1.84 µM. actives 0.37% (n = 340,000);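 active = maximum activity change below -70%; inconclusive = maximum activity change between -70% and -50%; inactive = maximum activity change above -50%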; note: % is set by controls: 0 for no effect and ±100 for the full control effect
#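 U2OS cells were transduced with wild-type KCNH2 virus (2.03 x 10^8 / mL) for 4 h at room temperature, then cultured overnight at 37 C. Thallium flux was read with FluxOr dye. Rate constants were normalized to DMSO controls.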
# Menin MLL FP TR: qHTS Assay for Inhibitors Targeting the Menin-MLL Interaction in MLL Related Leukemias: Competition With Texas Red Labeled MLL-derived Mutant Peptide; Menin + Texas Red MLL mutant peptide, fluorescence polarization; Potency, µM (top dose mostly 61.6 µM), inactives show at the top dose FP activity change, negative = inhibition, usual class: inhibitors; actives 0.23% (n = 270,000); AID 1768, 2009; active = well fitted inhibition curve with a large enough effect in the polarisation, with a control signal flat, not every such curve was filed as active; inconclusive = small, poorly fitted or top-dose-only effect, or effect the other way, or a change in a side signal; inactive = no such curve, though single readings can be large or run the other way; the % refers to the polarisation; note: potency is the fitted concentration of half-maximal effect; % of control where 0% means no effect; many of its hits are not listed in these tables
# USP2a block: qHTS Assay for Inhibitors of Ubiquitin-specific Protease USP2a Using CHOP2 as the Reporter. AID 463254, 2010. USP2 core, Ub-CHOP2 coupled fluorogenic reporter, 485/531. actives 0.01% (n = 330,000). Potency, µM (top dose mostly 38.3 µM), inactives show top-dose activity change, negative = inhibition, actives largely listed as inhibitors;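 note: potency is the fitted concentration of half-maximal effect; plate controls were DMSO wells for no effect and full inhibition by NEM control for full effect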
# Target sequence (O75604 whole entry, looked up): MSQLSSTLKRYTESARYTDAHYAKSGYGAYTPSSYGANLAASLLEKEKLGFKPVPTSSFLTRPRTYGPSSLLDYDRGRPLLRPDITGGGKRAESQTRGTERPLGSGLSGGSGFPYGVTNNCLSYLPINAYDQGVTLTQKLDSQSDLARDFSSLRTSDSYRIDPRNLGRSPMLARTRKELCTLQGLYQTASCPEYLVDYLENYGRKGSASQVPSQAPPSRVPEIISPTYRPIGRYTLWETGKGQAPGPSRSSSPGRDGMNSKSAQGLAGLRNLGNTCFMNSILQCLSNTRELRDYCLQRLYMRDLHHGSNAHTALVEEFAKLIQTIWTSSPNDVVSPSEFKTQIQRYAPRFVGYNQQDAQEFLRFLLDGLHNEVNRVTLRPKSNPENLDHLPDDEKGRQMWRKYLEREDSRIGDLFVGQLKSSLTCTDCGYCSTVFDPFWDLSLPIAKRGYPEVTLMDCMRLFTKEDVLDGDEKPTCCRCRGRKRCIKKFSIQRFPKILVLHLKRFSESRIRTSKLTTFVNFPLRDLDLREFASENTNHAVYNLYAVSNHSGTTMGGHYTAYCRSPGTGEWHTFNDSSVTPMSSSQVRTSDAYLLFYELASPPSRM
#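 Cell-free coupled assay: 10nM USP2 core preincubated 30min RT with compound in Tris-HCl pH 8.0/CaCl2/CHAPS buffer, then 25nM Ub-CHOP2 and 25nM reporter substrate; fluorescence (Ex 485/Em 531) read after 60min RT, normalized to NEM inhibition, concentration-response curves fitted.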
# GALK inhibitor: qHTS Assay for Inhibitors of Human Galactokinase (GALK); Potency, µM (doses to about 57.5 µM), inactives show at the top dose activity change, negative = inhibition, usual class: inhibitors; P51570; actives 0.007% (n = 270,000); Purified GALK, Kinase-Glo residual ATP luminescence; note: potency is the fitted concentration of half-maximal effect; % is set by controls: 0 for no effect and ±100 for the full control effect
# Target sequence (P51570 whole entry, looked up): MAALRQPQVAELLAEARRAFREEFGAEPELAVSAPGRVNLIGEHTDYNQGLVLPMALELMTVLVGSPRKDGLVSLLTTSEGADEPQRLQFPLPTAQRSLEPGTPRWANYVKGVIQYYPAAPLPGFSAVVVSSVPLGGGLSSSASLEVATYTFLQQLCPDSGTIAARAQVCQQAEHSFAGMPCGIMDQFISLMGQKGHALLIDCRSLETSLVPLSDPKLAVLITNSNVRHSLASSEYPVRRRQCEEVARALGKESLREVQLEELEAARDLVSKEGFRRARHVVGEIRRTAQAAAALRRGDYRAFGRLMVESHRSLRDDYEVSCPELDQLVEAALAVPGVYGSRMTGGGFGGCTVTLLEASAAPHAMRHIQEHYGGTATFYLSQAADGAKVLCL
#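 Kinase-Glo Plus luminescence measured ATP left after a 1 h room-temperature reaction. The reaction used 5 nM GALK, 100 uM galactose and 35 uM ATP at pH 8.0 (20 mM HEPES, 5 mM MgCl2, 60 mM NaCl, 1 mM DTT, 0.01% BSA).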
# PKM2 activator: qHTS Assay for Activators of Human Muscle isoform 2 Pyruvate Kinase | Pyruvate kinase PKM (Homo sapiens), P14618 | purified PKM2, Kinase-Glo ATP luminescence, activation; response scale: 0% is enzyme alone, no compound | Potency, µM (doses to about 57.5 µM), inactives show at the top dose activation, usual class: activators | actives 0.34% (n = 260,000) | AID 1631, 2009; note: potency is the fitted concentration of half-maximal effect; % is set by controls: 0 for no effect and ±100 for the full control effect; nearly all actives have a fitted effect of over 55% in size
#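 Purified hPK-M2 (>95%) run at intermediate activity with 0.1 mM ADP and 0.5 mM PEP in 50 mM imidazole pH 7.2, KCl, MgCl2; 1 h room temperature. ATP formed read by Kinase-Glo luminescence; normalized to uninhibited and no-enzyme controls.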
# Eya2 phos inh: qHTS Assay for Inhibitors of the Phosphatase Activity of Eya2; Protein phosphatase EYA2 (Homo sapiens), O00167; recombinant Eya2, OMFP fluorescence dephosphorylation (OMFP is methylfluorescein phosphate); Potency, µM (highest dose often 76.9 µM), without a hit: at the top dose activity, negative = inhibition, most hits filed as inhibitors; actives 0.006% (n = 330,000); AID 488837, 2010; note: potency is the fitted concentration of half-maximal effect; % is set by controls: 0 for no effect and ±100 for the full control effect
#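 Eya2 (0.2 uM) preincubated 10 min at ambient with compound, then OMFP substrate added at 50 uM; 10 min reaction in 50 mM HEPES pH 7.5, 50 mM NaCl, 5 uM MgCl2, 0.05% BSA, 1 mM DTT. Fluorescence read at Ex 485/Em 525 nm.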
# Chronic BCR inh: qHTS Assay to Find Inhibitors of Chronic Active B-Cell Receptor Signaling | actives 0.05% (n = 340,000) | ABC-DLBCL IkBa-CBG/CBR reporter, luminescence ratio, 4 h | Potency, µM (titrated, usually from 46.1 µM), inactives show top-dose ratio change, negative = lower green/red ratio, actives largely listed as inhibitors; active = well fitted inhibition curve with a large enough effect in the signal ratio, with a control signal flat, not every such curve was filed as active; inconclusive = small, poorly fitted or top-dose-only effect, or effect the other way, or a change in a side signal; the % refers to the signal ratio;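 note: potency is the fitted concentration of half-maximal effect; plate controls were basal doxycycline-induced cells for no effect and cells given 10 µM MG132 for full effect; MG132 reads +100%, hits lower the ratio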
#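 TMD8 ABC-DLBCL cells carrying doxycycline-inducible green luciferase fused to IkappaBalpha plus unfused red luciferase were exposed to compounds (up to 46 uM) for 4 hrs at 37C. Activity came from the overlap-corrected green/red luminescence ratio.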
# Active calls of the source: *; ? = inconclusive; · = no result given; & = joins results of further samples; [ ] = dose if it differs, or a comment. Unless noted, calls come from the whole dose curve; as a rule, active = well fitted curve in the direction sought with a large enough effect; inconclusive = small, poorly fitted or top-dose-only effect, or another doubt; inactive = no such curve, though single readings can be large; an effect the other way counts as inactive or inconclusive. Some of the compounds tested (hit frequency here may not be typical).
SMILES,S-ASM inh,Mito fusion act,TSHR antagonist,MBNL1-CUG inh,KCNH2 WT inh,Menin MLL FP TR,USP2a block,GALK inhibitor,PKM2 activator,Eya2 phos inh,Chronic BCR inh
Cc1[nH]c(=O)[nH]c(=O)c1S(=O)(=O)N1CCCC(C(=O)NCCc2ccccc2)C1 (stereo unspecified),0.9%,-0.2%,-15.5,1.3%,-6.0,0.8%,-0.3%,-1.2%,1.9%,8.0%,?
C(=N\Nc1nc(-c2ccccc2)cs1)/c1ccncc1,-6.3%,3.0%,1.1,?,5.6,31.8%[activator],1.9%,2.9%,1.5%,0.6%,?
Cc1ccc(NC(=O)COC(=O)CCC(=O)c2cccs2)cc1S(=O)(=O)N1CCOCC1,1.5%,-1.6%,-7.2,-2.1%,-7.8,-14.5%,3.3%,0.8%,1.0%,-7.1%,-5.4%
C[C@@H](C(=O)Nc1ccc2ccccc2c1)[C@H]1C[C@]1(C)[C@H](NS(=O)(=O)c1ccccc1)c1ccccc1,-2.2%,-1.4%,-8.9,4.3%,0.8,-21.4%&-28.7%,3.1%,·,0.3%&1.7%,-8.5%,2.5%
COc1cc([C@@H]2CC=C(C(=O)O)[C@H](c3ccc(Cl)cc3)N2S(=O)(=O)c2ccc(C)cc2)cc(OC)c1OC,8.3%,-0.2%,2.2,·,-0.6,·,-1.8%,·,·,-0.4%,3.8%
O=C1C2C(C(=O)N1CCc1ccccc1)C1C=CC2C12CC2 (stereo unspecified),1.3%,2.2%,-5.1,0.6%,-5.8,-3.5%,3.8%,-2.8%,-5.8%,-1.0%,?
O=S(=O)([N-]c1nc2ccccc2nc1-n1cc[n+](Cc2ccccc2)c1)c1ccc(Cl)cc1,376.3%[activator],1.3%,24.0,-0.3%,5.0,·,-1.2%,1.2%,3.8%,0.8%,-1.1%
C=CCn1c(C)cc(C(=O)CSc2nnc(-c3cccc(S(=O)(=O)N(CC)CC)c3)o2)c1C,-0.3%,-4.9%,-18.4,4.4%,6.0,23.0%,-5.3%,0.5%,-0.8%,-16.8%,8.7%
O=c1cc(N2CCc3ccccc3C2)[nH]c(=O)n1Cc1ccc(F)cc1,5.3%,1.6%,-1.4,18.4%,-18.2,-6.1%,0.2%,0.4%,-0.2%,3.8%,-15.0%
O=C(Nc1ccccc1O)C(c1ccccc1)c1ccccc1,13.9%,0.0%,-10.5,-5.0%,10.7,?,0.7%,3.5%,·,4.0%,?
O=C(NCc1ccccn1)c1cc(-c2ccc(Cl)cc2)nc2ccccc12,0.5%,?,9.7,97.5%[activator],-11.9,18.1%,-0.1%,-0.1%,-6.0%,0.4%,-0.7%
CC(=O)c1ccc(OCCCC(=O)OCC(=O)N2CCN(c3ccccc3)CC2)cc1,-0.1%,-0.9%,-10.8,-1.6%,2.4,-4.3%,3.8%,1.0%,-0.4%,-2.2%[15.4 µM],5.5%
Cc1nc2ccccc2n1CCc1nc2c3ccccc3nc(SCC#N)n2n1,·,0.7%,-30.4,7.9%,·,4.4%,4.9%,1.3%,14.6%,1.8%,7.3%
Cc1ccccc1N1C(=O)C2C3CCC(O3)C2C1=O (stereo unspecified),0.0%,-2.2%,25.9,-4.0%,0.6,-5.6%,-2.6%,-4.3%,1.8%,-8.2%,2.5%
Cc1nc(Cl)cc(N/N=C/c2ccc(O)cc2O)n1,-0.1%,0.4%,-9.4,13.6%,-1.8,?,0.6%,·,-0.1%,6.8%,?
Cc1ccc(S(=O)(=O)N(C)C)cc1NC(=O)Cn1c(CN2CCOCC2)nc2ccccc2c1=O,1.8%,5.9%,1.9,-3.6%,7.6,-0.3%,2.9%,-0.4%,1.1%,10.0%,-2.9%
COc1ccc(/C=C2/C(=N)N3N=C(CC(=O)N4CCCC4)SC3=NC2=O)cc1OC,-1.5%,-4.0%,-0.6,10.7%,-6.3,-16.7%,2.1%,-1.7%,-1.8%,5.3%,2.0%
COC(=O)c1ccc(CNC(=O)COC(=O)c2cc(Cl)ccc2O)cc1,18.0%,·,-10.2,·,-6.5,·,-0.9%,·,·,-1.7%,0.7%
CC(CNC(=O)Cn1ccc2cc(S(=O)(=O)N3CCCC3)ccc21)c1ccccc1 (stereo unspecified),-0.5%,-6.3%,-6.6,-8.1%,-7.5,6.9%,3.3%,-5.9%,·,-0.3%,6.8%
COc1cc(C2CC(=O)c3c(ccc4ccccc34)N2)ccc1O (stereo unspecified),-0.5%,-5.0%,2.8,24.1%,-16.3,-10.2%,1.6%,0.4%,2.5%,-9.6%,?
C=CCNC(=O)CN1CCN(Cc2ccc3c(c2)OCO3)CC1,2.3%,-2.3%,4.3,-4.5%,1.9,-0.2%,-0.7%,2.4%,-1.5%,-5.4%,4.1%
CSc1nc2c(c(=O)n1Cc1ccccc1)SC(C)C2 (stereo unspecified),-2.7%,4.9%,-0.8,4.8%,-27.9,-19.4%,4.4%,0.1%,4.7%,-1.8%,?
N#CC1=C(S)N(c2ccccc2)C(c2ccc(-c3cccc(Cl)c3)o2)NC1=O (stereo unspecified),-4.1%,6.3%,-1.3,?,·,1.9%,2.4%,-7.1%,0.8%,-3.3%,?
O=C(C1=C(O)C(=O)N(CCCN2CCOCC2)C1c1ccc(Cl)cc1)c1cc2ccccc2o1 (stereo unspecified),1.4%,-4.2%,27.7,184.6%[activator],-0.1,1.5%,-0.7%,5.4%,-3.8%,-1.4%,-0.7%
Cc1ccc(OC(C)C(=O)Nc2ccncc2)cc1 (stereo unspecified),3.2%,2.5%,-4.5,-2.6%,-4.3,9.8%,-1.0%,-3.6%,0.1%,2.8%,5.4%
Cn1nc(C(C)(C)C)c([N+](=O)[O-])c1C(=O)N1CCCCCC1,3.1%,?,-0.9,4.3%,-10.2,-10.1%,0.8%,4.7%,-1.2%[0.46 µM],6.7%,-0.5%
O=C(OCn1ncc(Br)c(Br)c1=O)c1c(F)cccc1F,·,-13.7%,-12.9,?,·,·,3.0%,-9.4%,-4.4%,4.0%,?
CCOC(=O)C(NCc1ccccc1OC)(NC(=O)c1ccccc1)C(F)(F)F (stereo unspecified),1.3%,2.9%,-2.6,2.4%,-5.6,?,5.5%,-2.6%,1.8%,-9.4%,-12.6%
Cc1ccc2oc(C(=O)NCC(c3ccco3)N(C)C)c(C)c2c1 (stereo unspecified),0.9%,-1.8%,9.4,-3.3%,1.0,-13.3%,0.6%,-1.1%,-0.4%,-2.7%,9.5%
Cc1ccc2c(c1)[C@H]1OCC[C@H]1[C@@H](c1ccncc1)N2,1.9%,-0.7%,9.6,1.8%,-1.1,0.7%[11.7 µM],-0.7%,0.9%,16.4%,-2.6%,-1.2%
COc1cccc(-c2sc3ccc(OC)cc3c2-c2ccc(O)cc2)c1,-4.5%,?,22.8,·,·,·,1.2%,·,·,9.3%,18.9%
Nc1c(C(=O)N/N=C/c2ccc([N+](=O)[O-])cc2)cnn1-c1ccccc1,-0.8%,-3.2%,25.1,9.9%,-3.6,·,3.6%,-2.2%,0.5%,4.0%,-1.4%
